Assay outcomes: PubChem BioAssay, National Center for Advancing Translational Sciences (NCATS)
A549 tox = Nrf2 qHTS screen for inhibitors: counterscreen for cytotoxicity; actives 0.16% (n = 390,000); A549 ARE-Fluc cells, CellTiter-Fluor viability, 18-24 h; Potency, µM (top dose mostly 46 µM), inactives show top-dose activity change, negative = cytotoxicity, usual class: inhibitors; note: potency is the fitted concentration of half-maximal effect; % is set by controls: 0 for no effect and ±100 for the full control effect
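Cytotoxicity counterscreen: CellTiter-Fluor fluorescence was measured in A549 ARE_Fluc cells after 18-24 h of compound exposure in a concentration series. The subsequent BugLite luminescent read reports ARE-luciferase activity.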
ATXN2 expr inh = Primary qHTS for Inhibitors of ATXN expression; HEK-293 ATXN2-luciferase reporter, luminescence, 24 h; AID 1745845, 2022; Potency, µM (doses to about 57 µM), without a hit: top-dose activity change, negative = inhibition, most hits filed as inhibitors; actives 0.72% (n = 360,000); note: potency is the fitted concentration of half-maximal effect; % is set by controls: 0 for no effect and ±100 for the full control effect; nearly all actives have a fitted effect of over 55% in size
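qHTS (up to 57 uM final) was run with 24 h compound exposure of reporter cells at 37 °C. Each well was multiplexed: SteadyGlo luminescence measured ATXN2-luciferase expression after a fluorogenic Gly-Phe-AFC viability readout (25 uM final).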
IL-2 act = qHTS of IL-2 Activators. IL-2 activation reporter assay, cell-based qHTS; stimulated with anti-CD3/CD4/CD28 beads; in transgenic mouse T cells. activation, % (series mostly up to about 46 µM). actives 0.065% (n = 360,000); in the data active = activation above about 50%; inconclusive = mostly about 30% to 49%; note: 0% is about no effect
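Readout: EGFP and DsRed signals by fluorescent plate cytometry. Unstimulated transgenic mouse T cells received compound 60 min before antibody-bead stimulation, then incubated 18 h at 37 degrees C.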
Nrf2 activator = qHTS of Nrf2 Activators; AREc32 ARE-luciferase reporter (MCF7-derived line), luminescence, 24 h; Potency, µM (highest dose often 46.1 µM), for the others: at the highest dose activation, most hits filed as activators; actives 0.31% (n = 410,000); AID 624171, 2012; note: potency is the fitted concentration of half-maximal effect; % of control where 0% means no effect; nearly all actives have a fitted effect of over 65% in size
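Luminescent ARE reporter assay in AREc32_Fluc cells: overnight plating at 37 deg C, 24 hr compound incubation, Steady-Glo added, 30 min RT before reading.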
TGFb inhibitor = qHTS for Inhibitors of TGF-b. actives 1.2% (n = 410,000). HepG2 CAGA-GFP TGF-b/SMAD3 reporter, GFP fluorescence, 18 h; TGF-beta stimulated, 500 pg/mL final. Potency, µM (doses to about 46.1 µM), for the others: at the highest dose activity, negative = inhibition, hits mostly inhibitors; note: potency is the fitted concentration of half-maximal effect; % is set by controls: 0 for no effect and ±100 for the full control effect; nearly all actives have a fitted effect of over 65% in size
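Smad-responsive CAGA-GFP expression was quantified in HEPG2 cells exposed to compounds and 500 pg/mL final TGF-beta for 18 h at 37 degrees C; unstimulated wells defined full inhibition.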
HepG2 tox = qHTS for Inhibitors of TGF-b: Cytotox Counterscreen; actives 0.76% (n = 410,000); AID 588856, 2011; Potency, µM (series often up to 46.1 µM), for inactives: at the highest dose activity change, negative = cytotoxicity, actives largely listed as cytotoxic; HepG2 CAGA-GFP viability, ATP luminescence, 18 h; note: potency is the fitted concentration of half-maximal effect; some results filed as inactive show a strong effect at the top dose
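HepG2 CAGA-GFP cells (1000/well, DMEM with 1% FBS) received compound, then TGF-beta at 500 pg/mL final, and were incubated 18 hours at 37 degrees C. Viability was read by CellTiter-Glo luminescence. Media-only wells were set as complete cell-killing and DMSO as no toxicity.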
EPAC2 agonist = qHTS for Agonist of cAMP-regulated guanine nucleotide exchange factor 4 (EPAC2): primary screen. Rap guanine nucleotide exchange factor 4 (Homo sapiens), Q8WZA2. EPAC2 activation, biochemical qHTS; response scale: 100% = 6.5 mM cAMP response. Potency, µM (titrated, usually from 154 µM), for the others: at the top dose activation, actives largely listed as activators. actives 0.079% (n = 360,000). AID 720711, 2013; note: potency is the fitted concentration of half-maximal effect; nearly all actives have a fitted effect of over 50% in size
Target sequence (Q8WZA2 whole entry, looked up): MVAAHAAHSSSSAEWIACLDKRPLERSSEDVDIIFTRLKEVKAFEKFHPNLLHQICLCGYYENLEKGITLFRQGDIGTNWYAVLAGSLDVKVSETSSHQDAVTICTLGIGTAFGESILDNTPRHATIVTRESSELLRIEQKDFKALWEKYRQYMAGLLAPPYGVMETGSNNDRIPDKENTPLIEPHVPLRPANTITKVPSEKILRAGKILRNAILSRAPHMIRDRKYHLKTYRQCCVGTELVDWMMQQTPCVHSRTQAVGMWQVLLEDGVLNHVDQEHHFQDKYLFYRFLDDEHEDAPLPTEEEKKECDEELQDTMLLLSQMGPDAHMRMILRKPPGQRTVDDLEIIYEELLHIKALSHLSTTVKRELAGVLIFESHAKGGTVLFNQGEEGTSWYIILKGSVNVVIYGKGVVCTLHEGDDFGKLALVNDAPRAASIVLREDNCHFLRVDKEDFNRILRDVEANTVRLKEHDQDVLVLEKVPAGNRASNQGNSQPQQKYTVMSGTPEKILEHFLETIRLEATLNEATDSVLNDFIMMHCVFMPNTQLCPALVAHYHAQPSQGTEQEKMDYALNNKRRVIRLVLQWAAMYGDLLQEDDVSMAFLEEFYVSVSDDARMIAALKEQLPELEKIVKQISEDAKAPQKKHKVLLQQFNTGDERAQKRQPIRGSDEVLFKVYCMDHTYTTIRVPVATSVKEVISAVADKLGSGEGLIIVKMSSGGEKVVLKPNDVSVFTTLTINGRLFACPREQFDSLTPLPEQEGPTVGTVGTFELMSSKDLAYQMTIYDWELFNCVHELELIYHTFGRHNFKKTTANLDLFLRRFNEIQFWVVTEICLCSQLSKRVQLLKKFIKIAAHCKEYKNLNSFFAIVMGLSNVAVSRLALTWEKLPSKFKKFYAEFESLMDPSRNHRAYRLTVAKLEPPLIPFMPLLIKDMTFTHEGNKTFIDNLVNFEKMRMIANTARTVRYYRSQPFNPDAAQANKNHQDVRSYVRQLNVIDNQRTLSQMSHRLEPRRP
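Each well held 100 nM EPAC2, 250 nM RAP1B-BODIPY-GDP and 50 uM GDP. Fluorescence, read at 5-min intervals to 30 min, was referenced to a 6.5 mM cAMP positive control.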
S2 tox = Viability Counterscreen for Primary qHTS for Inhibitors of ATXN expression. S2 cells (HEK-293 line with an ATXN2-luciferase reporter) viability, CellTiter-Fluor protease fluorescence, 24 h. Potency, µM (highest dose often 56.7 µM), actives largely listed as cytotoxic. actives 0.49% (n = 400,000); note: potency is the fitted concentration of half-maximal effect; nearly all actives have a fitted effect of over 40% in size
Nrf2 block = Nrf2 qHTS screen for inhibitors. A549 ARE-Fluc reporter, luciferase luminescence, 18-24 h. Potency, µM (highest dose often 46 µM), for inactives: at the highest dose activity change, negative = inhibition, hits mostly inhibitors. actives 2.1% (n = 360,000); note: potency is the fitted concentration of half-maximal effect; % is set by controls: 0 for no effect and ±100 for the full control effect; nearly all actives have a fitted effect of over 60% in size
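In this cell-based qHTS, ARE-driven firefly luciferase in A549 cells reports Nrf2 activity; the luminescent signal after BugLite lysis is the measured value, with a prior CellTiter-Fluor read for cell health.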
The depositor's hits bear a star; i = inactive; ? = inconclusive; · = not tested or not shown; [ ] = another dose, or the depositor's remark. Unless noted, calls come from the whole dose curve; as a rule, active = well fitted curve in the direction sought with a large enough effect; inconclusive = small, poorly fitted or top-dose-only effect, or another doubt; inactive = no such curve, though single readings can be large; an effect the other way counts as inactive or inconclusive.

Compound | A549 tox | ATXN2 expr inh | IL-2 act | Nrf2 activator | TGFb inhibitor | HepG2 tox | EPAC2 agonist | S2 tox | Nrf2 block
CC(C)(C)c1ccc(C(=O)Nc2ccccc2NC(=O)c2ccco2)cc1 | -11.6% | 0.9% | 0.0 | 4.4% | ? | -7.4% | 11.8% | i | -24.9%
COc1ccc(CNC(=O)C2CCN(C(=O)c3sccc3-n3cccc3)CC2)cc1 | 0.6% | 1.3% | -2.1 | -0.1% | -3.3% | 0.4% | -9.6% | i | 6.6%
CCOC(=O)N1CCC(NC(=O)C2CCN(S(=O)(=O)N3CCC(C)CC3)CC2)CC1 | 5.7% | 1.6% | -0.5 | -0.1% | 1.0% | -28.8% | -5.3% | i | -4.7%
Cc1c(Cl)cccc1NC(=S)NCC(O)c1ccccc1 (stereo not drawn) | 9.3% | -0.6% | -1.3 | 2.0% | -4.2% | -13.8% | 6.0% | i | -11.1%
Cc1ccc(-c2nc(-c3ccccn3)no2)cc1 | -0.7% | 2µM* | 1.1 | -2.3% | -0.8% | 12.6µM* | -7.4% | i | 2.06µM*
Cc1ccc(C)c(SCC(=O)Nc2ccc(S(=O)(=O)Nc3ncccn3)cc2)c1 | 5.6% | -8.5% | 0.5 | 0.1% | -1.7% | 6.4% | -5.3% | i | 2.7%
COc1cccc(N/N=C/c2cccc(Br)c2O)c1 | -3.5% | 41.3%[activator] | -1.8 | 5.8% | ? | -60.0% | 6.6% | i | 11.3%
CCC(Sc1nc2n[nH]c(C)c2c(=N)n1-c1cc(Cl)ccc1C)C(=O)N1CCOCC1 (stereo not drawn) | -2.0% | -6.9% | 0.0 | 0.5% | 3.7% | 4.8% | -2.8% | ? | ·
CCCNC(=O)Cn1cnc([N+](=O)[O-])n1 | 7.2% | -14.4% | 1.5 | 0.5% | -20.9% | -17.5% | 15.1% | i | -0.7%
Cc1ccc(C2=N/C(=C/c3cccs3)C(=O)N2Nc2ccccc2)cc1 | ? | 0.3% | -2.4 | -0.3% | ? | -25.9% | 16.3% | i | ?
CCc1cc(=O)oc2cc(C)cc(OCC(=O)NC(Cc3c[nH]c4ccc(O)cc34)C(=O)O)c12 (stereo not drawn) | 0.7% | 1.7% | 0.8 | -1.1% | 31.2% | -2.1% | 6.1% | i | 1.1%
CCOc1ccc(-n2c(SCC(=O)Nc3ccccc3OC)nc3c(oc4ccccc43)c2=O)cc1 | -7.1% | 4.3% | · | 0.6% | -32.7% | -10.6% | · | i | -28.3%[9.27 µM]

2 compounds from above, limited to S2 tox, ATXN2 expr inh and EPAC2 agonist.
SMILES	S2 tox	ATXN2 expr inh	EPAC2 agonist
CCCNC(=O)Cn1cnc([N+](=O)[O-])n1	i	-14.4%	15.1%
Cc1ccc(C2=N/C(=C/c3cccs3)C(=O)N2Nc2ccccc2)cc1	i	0.3%	16.3%

Later entries:
Compound | A549 tox | ATXN2 expr inh | IL-2 act | Nrf2 activator | TGFb inhibitor | HepG2 tox | EPAC2 agonist | S2 tox | Nrf2 block
Cc1ccc(NC(=O)CCC(=O)N/N=C/c2cccnc2)cc1 | 2.9% | 5.4% | 0.8 | 3.2% | -10.8% | -5.6% | 19.0% | i | -2.0%
CCc1cccc(CC)c1NC(=O)COC(=O)CC1c2ccccc2CCN1S(=O)(=O)c1ccc(F)cc1 (stereo not drawn) | 10.1% | 14.4% | -0.2 | -0.2% | 8.4% | -12.2% | 4.8% | i | -5.9%
O=C(COc1ccc(F)cc1)OCCN1CCOCC1 | 1.8% | 4.1% | 1.1 | 0.1% | -3.1% | 5.4% | 4.6% | ? | -11.2%
CC(=O)OCC(=O)[C@@]1(O)CC[C@H]2[C@@H]3CCC4=CC(=O)C=C[C@]4(C)[C@H]3C(=O)C[C@@]21C | 0.0% | · | 0.1 | 0.2% | -18.0% | 10.1% | -4.2% | i | ?
CCc1ccc(NC(=O)Cn2c(=O)n(CCCCC(=O)NCc3ccc4c(c3)OCO4)c(=O)c3ccccc32)cc1 | 1.5% | -3.4% | · | -1.3% | -3.2% | -12.8% | · | i | -23.7%
COc1ccc(OC)c(NS(=O)(=O)c2c(C)nc3sccn3c2=O)c1 | -5.6% | 5.6% | 2.5 | 0.1% | ? | 3.7% | 4.6% | i | 19.1%
COc1ccc(CCNC(=O)c2c[nH]c3ccccc3c2=O)cc1OC | -12.6% | 31.3% | -3.8 | 0.0% | -5.9% | -1.1% | 0.9% | i | 11.8%
Cc1ccc(Oc2ccc(S(=O)(=O)N3CCOCC3)cc2C(N)=O)cc1C | 1.4% | 1.9% | 1.0 | 0.2% | -0.2% | -16.4% | 7.6% | i | -0.6%
COc1ccccc1NC(=O)c1oc2ccccc2c1NC(=O)COc1ccccc1OC | 4.1% | 15.9% | · | 7.4% | 6.8% | 2.9% | · | i | -0.6%
CCOC(=O)C1CCCCN1Cc1ccccc1C(F)(F)F (stereo not drawn) | -4.0% | -11.3% | 1.1 | -0.6% | -1.1% | 0.0% | -1.2% | i | 1.6%
O=[N+]([O-])c1cccc(N(CC2CO2)S(=O)(=O)c2ccccc2)c1 (stereo not drawn) | 1.6% | 0.0% | -0.1 | 5.6% | -2.9% | -6.7% | -2.5% | i | 4.3%
O=C(COc1cc(Cl)c(Cl)cc1Cl)NCCN1CCOCC1 | 11.4% | 0.2% | 0.9 | 0.4% | -5.7% | 5.5% | -0.9% | i | 10.6%

Continued:
Compound | A549 tox | ATXN2 expr inh | IL-2 act | Nrf2 activator | TGFb inhibitor | HepG2 tox | EPAC2 agonist | S2 tox | Nrf2 block
Cc1cccc(C)c1Nc1nnc(SC(C)C(=O)Nc2c(C)n(C)n(-c3ccccc3)c2=O)s1 (stereo not drawn) | -2.5% | · | 0.1 | -0.6% | 0.9% | -9.9% | 14.0% | i | ?
COc1ccc(OC)c(NC(=O)CN(C)S(=O)(=O)c2ccc3nc(C)sc3c2)c1 | -6.0% | 4.3% | 0.9 | 5.1% | 0.0% | -18.4% | -7.4% | i | -14.5%
CC(C)NC(=O)C1=NN(c2ccccc2)C(=O)CC1 | -5.5% | 12.7% | -1.6 | -0.4% | -8.4% | -10.5% | -1.7% | i | 5.9%
COc1ccccc1NC(=O)c1cc(N2C(=O)C3C4CCC(C4)C3C2=O)ccc1Cl (stereo not drawn) | -10.4% | 2.2% | -0.9 | -1.3% | -7.6% | 9.3% | 11.1% | i | ?
O=C(Cn1ncc2c([nH]c3ccccc32)c1=O)NCCc1ccccc1 | 7.4% | -13.1% | -0.6 | -0.5% | 2.4% | -12.1% | 5.4% | i | 0.0%
COC(=O)c1[nH]c(=O)c2ccccc2c1OCc1ccccc1 | 3.2% | 3.3% | 1.1 | -0.1% | -13.2% | -13.2% | -5.7% | i | 13.8%
CC(C)C(OC(=O)c1cccs1)C(=O)NCc1ccc(F)cc1 (stereo not drawn) | 4.8% | -8.9% | -2.6 | -0.3% | -7.0% | -20.7% | -7.6% | i | 6.3%
O=C(N/N=C/c1ccc[nH]1)c1cccc([N+](=O)[O-])c1 | -6.4% | -18.8% | -0.2 | -0.8% | 16.9% | 0.0% | 1.9% | i | ?
COc1ccc(S(=O)(=O)c2c(O)c(C)cc(NS(=O)(=O)c3ccc(Cl)cc3)c2C(C)C)cc1 | -12.1% | ? | · | 3.7% | ? | -39.5% | · | i | ?
CC(=O)c1ccc(O)c(CSC2=NCCS2)c1 | -1.4% | · | -1.8 | 3.2% | 0.0% | -23.0% | 1.9% | i | -2.8%
NC(=O)c1ccccc1[N+](=O)[O-] | -0.1% | -0.3% | -0.3 | -1.1% | -8.6% | -3.0% | 4.1% | i | -2.1%
O=C(NC1CCCC1)c1ccc(CSc2nc3cccnc3n2Cc2ccccc2)cc1 | -2.9% | 7.4% | · | -1.1% | 17.8µM* | -43.0% | · | i | ?

(further entries)
Compound | A549 tox | ATXN2 expr inh | IL-2 act | Nrf2 activator | TGFb inhibitor | HepG2 tox | EPAC2 agonist | S2 tox | Nrf2 block
Cc1ccccc1NC(=O)CSc1nnc2ccc(-c3cccnc3)nn12 | 2.2% | 14.4% | -2.5 | -0.2% | -7.7% | 0.7% | 4.8% | i | -15.4%
O=C(NCc1ccc(Cl)cc1)C1CCN(c2nn3cc(-c4ccc(F)cc4)nc3s2)CC1 | -0.2% | · | · | 3.5% | 0.0% | -15.0% | · | · | ?
O=C1CC(N(O)c2ccccc2)C(=O)N1c1ccc(Cl)c(Cl)c1 (stereo not drawn) | 0.0% | · | 1.6 | 15.9% | -29.6% | -12.5% | 7.6% | i | 2.1%
CCC(C)[C@H](NC(=O)c1cn(CC)c2cc3c(cc2c1=O)OCO3)C(=O)NCCCn1ccnc1 (stereo partly drawn) | -1.1% | 3.6% | -4.9 | 0.4% | 4.9% | 12.9% | 1.3% | i | 0.7%
Cc1ccc(-n2nc(C(=O)Nc3cccc(C#N)c3)c3c4ccccc4n(C)c3c2=O)cc1 | ? | -0.2% | · | -0.3% | -8.1% | 8.6% | · | i | ?
COc1cc(C)nc(N2CCC(C(=O)NCC3CCCO3)CC2)n1 (stereo not drawn) | 9.5% | 5.3% | 0.8 | 0.5% | -19.7% | 0.7% | 4.3% | ? | 0.7%
COc1ccc2c(-c3ccccc3)cc(=S)[nH]c2c1 | -2.1% | 11.2% | -4.1 | 0.3% | -2.4% | 5.0% | -0.7% | i | -0.7%

Quoted from the listing.
`O=C(COc1cc(Cl)c(Cl)cc1Cl)NCCN1CCOCC1` in A549 tox: 11.4%
`COc1ccc(CCNC(=O)c2c[nH]c3ccccc3c2=O)cc1OC` in Nrf2 block: 11.8%
`NC(=O)c1ccccc1[N+](=O)[O-]` in ATXN2 expr inh: -0.3%
